Source: PubChem BioAssay (National Center for Advancing Translational Sciences (NCATS))
S3 lipid droplet: qHTS Assay for Lipid Storage Modulators in Drosophila S3 Cells. 0.64% of 320,000 active. Drosophila S3 cells, BODIPY lipid droplet fluorescence, 18-24 h; cells fed with added oleic acid. AID 2685. Potency in µM for hits, for the others lipid storage change, negative = inhibition, % at the top dose, mostly 46.1 µM; active means well fitted inhibition curve with a large enough effect in the signal ratio, with a control signal flat, not every such curve was filed as active; inconclusive means small, poorly fitted or top-dose-only effect, or effect the other way, or a change in a side signal; the % refers to the signal ratio
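Drosophila S3 cells got compounds at several concentrations plus oleic acid (400 uM solution). Laser-scanning cytometry with 488 nm excitation read lipid droplets at 500-530 nm and cells at 575-640 nm. Percent activity was relative to 20 uM Triacsin C.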
S3 lipid droplet cell count max: also measured in S3 lipid droplet; calls as there; cell number change, %; measured here: cell count max response;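 cells counted by Cell Tracker Red CMTPX staining in the red channel; peak over a dose series mostly up to 46.1 µM; percent activity relative to internal control wells on each plate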
Active calls of the source: *; i = inactive; u = inconclusive; x = no result given; [ ] = dose if it differs, or a comment. On the % scale 0 is the no-effect control and ±100 the full control effect; potency means the concentration at half of the fitted maximal effect.

SMILES	S3 lipid droplet	S3 lipid droplet cell count max
Cc1nnc2sc(SCc3ccccc3Cl)nn2c1=O	10%	8
CCOC(=O)N1CCN(Cc2cn[nH]c2-c2cc3ccccc3o2)CC1	u	x
COc1ccc(-c2cc(-c3cc(OC)ccc3O)[nH]n2)cc1	u	x
COc1cc(C(C(=O)NC(C)(C)C)N(Cc2ccc3c(c2)OCO3)C(=O)c2cnccn2)cc(OC)c1OC (stereo not given)	i	12
CCN(CCCNC(=O)C1CCC(=O)N1Cc1ccccc1Cl)c1cccc(C)c1 (stereo not given)	-17%	1
O=C1C(=O)N(CCN2CCCCC2)c2ccccc21	10%	-6
COc1ccc(C2C=C(c3ccc(F)cc3)NC(=S)N2)cc1OC (stereo not given)	-2%[9.22 µM]	9
CCc1cccc(NC(=O)C2CCN(S(=O)(=O)c3cccs3)CC2)c1	-12%	-22
O=C(CN1CCN(c2ccccc2O)CC1)NCCCc1ccccc1	6%	-15
COc1cc2c(cc1OC)C(c1ccc([N+](=O)[O-])cc1)NC(=O)C2 (stereo not given)	6.5µM*	-4.7*
CC1CC(C)CN(CCCNC(=O)Cn2cccc2C(=O)c2ccccc2)C1 (stereo not given)	1%	1
CC1CN(C(=O)c2cc3cc(Cl)cc(Cl)c3oc2=O)CC(C)O1 (stereo not given)	-15%	-5
C=CCn1c(=O)c2ccccc2n2c(SC(C)C(N)=O)nnc12 (stereo not given)	0%	1
COc1ccc(Cn2c3nc4ccccc4nc3c3c(=O)n(Cc4ccco4)c(C)nc32)cc1	u	x
N=C1SCC(=O)N1c1ncc(Cc2ccccc2Cl)s1	u	x
CC(NC(=O)CCl)c1ccc(Cl)c(Cl)c1 (stereo not given)	23µM*	-25*
O=C(NCCc1csc(-c2ccccc2)n1)c1c(F)cccc1F	7%	-1
CC(C)(C)CC(=O)NC(=S)NCc1ccccc1	u	x
CN(Cc1nc(-c2cccc(Cl)c2)no1)C1CCOCC1	11%	3
CCOC(=O)c1c(NC(=O)c2ccccc2Cl)sc2c1CCc1ccccc1-2	u	x
N#Cc1ccc(OCc2nnc(-c3ccc([N+](=O)[O-])cc3)o2)cc1	u	x
CC(=O)Nc1ccc(NC(=O)CSC2=NS(=O)(=O)c3cc(Cl)ccc3N2)cc1	i[0.0737 µM]	x
O=C(COc1ccc(Br)cc1)N(CCO)CCO	-5%	-5
Cn1c(=S)[nH]c2[nH]c(=O)cnc2c1=O	u	x
Cc1cccc(C(=O)N[C@H](C(=O)Nc2cc(S(=O)(=O)N3CCCCC3)ccc2C)C(C)C)c1	14%	5
CC(=O)NC1=NN(c2ccccc2)C(=O)C1	0%	-1
CC(N=C(NC#N)Nc1ccncc1)C(C)(C)C (stereo not given)	0%	-13
O=[N+]([O-])c1cccc(CNC2CCCCCC2)c1	-26%	-23
COc1ccc(OC)c(NC(=O)CCNS(=O)(=O)c2cccs2)c1	0%	1
O=C(NCc1cccs1)C(NS(=O)(=O)c1cccc2nsnc12)c1ccccc1 (stereo not given)	-19%	-24
CC1=C(C(=O)Nc2ccccc2)C(c2ccco2)C(C#N)=C(SCC(=O)Nc2cccc(C)c2C)N1 (stereo not given)	u	x
CC(C)(CC(=O)O)CC(=O)NNc1ncccc1C#N	12%	10
NS(=O)(=O)c1ccc(NC(=O)/C=C/c2cccc(Cl)c2)cc1	-5%	14
COc1ccc(-n2c(COc3cccc4ccccc34)nnc2SC(C)C(=O)O)cc1 (stereo not given)	-14%	3
CCn1c(C)nc2cc(NC(=O)Nc3cccc(C(C)=O)c3)ccc21	u	x
Cc1nnc(NC(=O)CCCOc2ccccc2)s1	u	x
CCCCc1cc2c(c(NC(=O)CC)n1)c(=O)oc1ccccc12	u	x
Cc1cc(C(=O)CSc2nc3ccccc3[nH]2)c(C)n1CC1CCCO1 (stereo not given)	u	x
COC(=O)C1=CN(CC2CCCO2)C=C(C(=O)OC)C1c1cc(OC)c(OC)c(OC)c1 (stereo not given)	u	x
CC(/C=C/c1ccco1)=N/NC(=O)CNc1ccccc1C	u	x
Cc1ccc(N(C(=O)CNC(=O)c2ccco2)C(C(=O)NC2CCCC2)c2cccnc2)cc1C (stereo not given)	5%	12
O=C(O)c1ccc(Oc2cccc([N+](=O)[O-])c2)cc1C(=O)O	-16%	2
CC(C)(C)OC(=O)N1CCC(C(=O)N[C@@H](Cc2ccccc2)C(=O)O)(c2ccccc2)CC1	u	x
O=C(C/C=N/OCc1ccc(Cl)cc1)c1cnc(-c2ccccc2)s1	u	x
Cc1ccc2[nH]c(=O)c(N3CCOCC3)c(-c3ccccc3)c2c1	u	x
COc1ccc(C(=O)NNC(=O)CSc2nnnn2C)cc1	22%	-3
Cc1cccc(C)c1NC(=O)CN(C)C(=O)c1ccccc1SCC(=O)N1CCCC1	u	x
O=C(CSC(=S)N1CCCC1)N1CCN(S(=O)(=O)c2cccc(F)c2)CC1	u	x
O=C(CCNc1cccc(F)c1)c1cc2ccccc2o1	10%	12
CC(C)(C)c1nnc(NC(=O)c2cccs2)s1	7%	3
Clc1ccc(Nc2ccc(-n3ccnc3)nn2)cc1Cl	i	-18
O=C(O)c1ccccc1NCc1ccco1	u	x
Cc1cccn2c(=O)nc(SCC(=O)N3CCCC3)nc12	u	x
COCCn1c(SCC(=O)Nc2ccc(NC(=O)c3ccco3)c(OC)c2)nc2ccccc2c1=O	u	x
Cc1cccc(C)c1Nc1nnc(SCc2cn3cccc(C)c3n2)s1	9%	2
CN1c2ccccc2N(C)C1c1c(O)ccc2ccccc12	u	x
COCCNC(=O)c1onc(CSc2ccc(Cl)cc2)c1C(=O)O	1%	0
CCOc1cc(C)nc(NCc2ccccc2)n1	-3%	-22
CCCCN(C)CCCNC(=O)c1ccc2c(c1)N(CC)C(=O)c1ccccc1S2=O (stereo not given)	u	x
CCN(CC)CC(O)CN1c2ccccc2Sc2ccccc21 (stereo not given)	u	x

Exported with bars between the fields: entries from further up
mol | S3 lipid droplet | S3 lipid droplet cell count max
COC(=O)C1=CN(CC2CCCO2)C=C(C(=O)OC)C1c1cc(OC)c(OC)c(OC)c1 (stereo not given) | u | x
CC(/C=C/c1ccco1)=N/NC(=O)CNc1ccccc1C | u | x
Cc1ccc(N(C(=O)CNC(=O)c2ccco2)C(C(=O)NC2CCCC2)c2cccnc2)cc1C (stereo not given) | 5% | 12
O=C(O)c1ccc(Oc2cccc([N+](=O)[O-])c2)cc1C(=O)O | -16% | 2
CC(C)(C)OC(=O)N1CCC(C(=O)N[C@@H](Cc2ccccc2)C(=O)O)(c2ccccc2)CC1 | u | x
O=C(C/C=N/OCc1ccc(Cl)cc1)c1cnc(-c2ccccc2)s1 | u | x
Cc1ccc2[nH]c(=O)c(N3CCOCC3)c(-c3ccccc3)c2c1 | u | x
COc1ccc(C(=O)NNC(=O)CSc2nnnn2C)cc1 | 22% | -3
Cc1cccc(C)c1NC(=O)CN(C)C(=O)c1ccccc1SCC(=O)N1CCCC1 | u | x
O=C(CSC(=S)N1CCCC1)N1CCN(S(=O)(=O)c2cccc(F)c2)CC1 | u | x
O=C(CCNc1cccc(F)c1)c1cc2ccccc2o1 | 10% | 12
CC(C)(C)c1nnc(NC(=O)c2cccs2)s1 | 7% | 3
Clc1ccc(Nc2ccc(-n3ccnc3)nn2)cc1Cl | i | -18
O=C(O)c1ccccc1NCc1ccco1 | u | x
Cc1cccn2c(=O)nc(SCC(=O)N3CCCC3)nc12 | u | x
COCCn1c(SCC(=O)Nc2ccc(NC(=O)c3ccco3)c(OC)c2)nc2ccccc2c1=O | u | x
Cc1cccc(C)c1Nc1nnc(SCc2cn3cccc(C)c3n2)s1 | 9% | 2
CN1c2ccccc2N(C)C1c1c(O)ccc2ccccc12 | u | x
COCCNC(=O)c1onc(CSc2ccc(Cl)cc2)c1C(=O)O | 1% | 0
CCOc1cc(C)nc(NCc2ccccc2)n1 | -3% | -22
CCCCN(C)CCCNC(=O)c1ccc2c(c1)N(CC)C(=O)c1ccccc1S2=O (stereo not given) | u | x
CCN(CC)CC(O)CN1c2ccccc2Sc2ccccc21 (stereo not given) | u | x

(next part)
SMILES	S3 lipid droplet	S3 lipid droplet cell count max
Cc1cccc(OCC(=O)NC(Cc2c[nH]c3ccccc23)C(=O)O)c1C (stereo not given)	4%	-1
O=C(CSc1n[nH]c(=O)n1C1CC1)Nc1cc(Cl)ccc1Oc1ccccc1	u	x
CC(Oc1ccc2c(-c3ccccc3)cc(=O)oc2c1)C(=O)O (stereo not given)	u	x
CC(C)N(Cc1ccccc1)C(=O)CN1C(=O)NC2(CCCc3ccccc32)C1=O (stereo not given)	-19%	-2
COc1ccc(NC(=O)CN(c2cccc(C(F)(F)F)c2)S(C)(=O)=O)cc1OC	u	x
CN(Cc1c(F)cccc1Cl)C(=O)C1CC(=O)N(CCc2ccccc2)C1 (stereo not given)	u	x
O=C(CC1Nc2ccccc2NC1=O)NCCCN1CCCCCC1 (stereo not given)	1%	-9
Cc1ccc(C(=O)C(C)OC(=O)CNS(=O)(=O)c2ccc(C)cc2)cc1 (stereo not given)	u	x
Cn1nccc1NC(=O)Nc1cccc(Cl)c1	u	x
O=C(c1cc(S(=O)(=O)NCc2ccco2)ccc1Br)N1CCOCC1	u	x
COC(=O)C1=C(C)N(Cc2ccco2)C(=O)N[C@H]1c1ccc(Br)cc1	16%	6
O=C1CCN(C(=S)NCCc2ccccc2)CC1	u	x
Cc1ccc2nc(SCC(=O)Nc3ccc4[nH]c(=O)[nH]c4c3)[nH]c2c1	i	x
Cc1ccc(-n2[nH]c(=O)c(-c3ccccn3)c2C)cc1	7%	8
COC(=O)c1cc2sccc2n1CC(=O)N1CCCc2ccccc21	u	x
COc1nccnc1NS(=O)(=O)c1ccc(NC(=S)NC(=O)c2ccccc2F)cc1	-14%	0
O=C1CNC(=O)c2c(nc3n2CCC3)N1	u	x
Cc1cc(C(=O)NNC(=O)Nc2cccc(C(F)(F)F)c2)no1	u	x
Cc1csc(N(C(=O)CCNC(=O)c2ccc([N+](=O)[O-])cc2)c2ccccc2)n1	u	x
COc1cc(NC(=S)Nc2ccc(N(C)C(C)=O)cc2)cc(OC)c1	u	x
O=C(O)c1ccc2c(c1)ncn2C1CCCCCC1	0%	4
Cc1c(/C=C2\SC(=O)N(CC(=O)Nc3ccc4c(c3)OCO4)C2=O)c2ccccc2n1C	-4%	-3
CC1=C(C)CS(=O)N(c2ccc(S(N)(=O)=O)cc2)C1 (stereo not given)	u	x
CCN1C(C)=C(C)S/C1=C1\SC(=S)N(N)C1=O	-1%	6

The list goes on (2 carried over from the part before).
SMILES	S3 lipid droplet	S3 lipid droplet cell count max
CC1=C(C)CS(=O)N(c2ccc(S(N)(=O)=O)cc2)C1 (stereo not given)	u	x
CCN1C(C)=C(C)S/C1=C1\SC(=S)N(N)C1=O	-1%	6
Cc1c(Cl)cccc1NC(=O)CSCc1cc(=O)[nH][nH]1	0%	0
COC(=O)c1ccc(OCC2c3cc(OC)c(OC)cc3CCN2C(C)=O)cc1 (stereo not given)	u	x
COC(=O)CSc1nnc(-c2cccnc2)n1-c1cccc(OC)c1	u	x
CCn1c(SCC(=O)c2cc(C)n(CC3CCCO3)c2C)nc2ccccc21 (stereo not given)	u	x
NC(=O)CSc1nnc(COc2ccc3ccccc3c2)o1	u	x
Cc1ccc(-n2[nH]c(C)c(C=Nc3ccc(C)cn3)c2=O)cc1	u	x
Cn1cnnc1SCC(=O)n1c2ccccc2c2ccccc21	u	x
CC1(CCc2ccccc2)NC(=O)N(CC(=O)N2CC(=O)Nc3ccccc32)C1=O (stereo not given)	8%	6
O=C(NCCOc1ccccc1)c1cccc(S(=O)(=O)NCc2ccccc2)c1	i	x
COCn1c(C(O)c2ccccc2)cc2ccccc21 (stereo not given)	u	x
O=C(COC(=O)CNC(=O)c1ccc(Cl)c([N+](=O)[O-])c1)NCC1CCCO1 (stereo not given)	u	x
CCN1CCN(c2ccc(NC(=O)c3ccc(Br)o3)cc2)CC1	i	-6
COc1ccc([N+](=O)[O-])cc1NC(=O)c1cccnc1	-20%	10
CCOc1ccc(NC(=O)CC(NCc2ccccn2)C(=O)O)cc1 (stereo not given)	u	x
Cc1ccccc1NS(=O)(=O)c1ccc(N2CCCC2=O)cc1	u	x
CC(C)(C)NC(=O)COC(=O)c1ccc(S(=O)(=O)N2CCCCCC2)cc1	u	x
CN(C)C(=S)NC(=O)C(c1ccccc1)c1ccccc1	12%	-10
CCc1nn(CCCC(=O)N2CCC(C)CC2)c(=O)c2cc3occc3n12	4.1µM*	x
COc1cccc(CNS(=O)(=O)c2cc3c(cc2C)n(C)c(=O)c(=O)n3C)c1	18%	-24
CC(c1ccccc1)C(CC(=O)O)C(=O)NC1CCCCC1 (stereo not given)	u	x
Cn1c(CSc2nc3ccccc3s2)nnc1SCC(=O)NCCN1CCOCC1	u	x
CCNC(=S)N(CCc1c(C)[nH]c2ccc(OC)cc12)Cc1cccnc1	9%	5
Cc1ccc(NC(=S)Nc2ccc3cn[nH]c3c2)c(C)c1	u	x
CCC(CC)C(=O)NC12CC3CC(CC(C3)C1)C2	u	x
COc1cc(CCC(=O)OCC(N)=O)cc(OC)c1OC	u	x
Cc1ccc2c(c1)CC1(CN2C)C(=O)OC2(CCCCC2)OC1=O	u	x
C=CCNC(=O)Nc1ccc(F)c(Cl)c1	u	x
O=C(CN1CCN(c2ccccc2)CC1)Nc1cccc(C(F)(F)F)c1	u	x
COC(=O)C1C(=O)c2c([nH]c(C(=O)OCCOC(C)C)c2C)CC1C (stereo not given)	u	x
CS(=O)(=O)c1ccc2nc(NC(=O)Nc3cccc(Cl)c3)sc2c1	16µM*	10*
CC1CCC(NC(=O)COC(=O)c2ccc3ncsc3c2)CC1 (stereo not given)	u	x
Oc1csc(Cc2nc(-c3ccc(Br)cc3)cs2)n1	8%	13

An excerpt; count on the stated rates, not on these rows.
